# NSD2 block – blocks human NSD2 histone methyltransferase activity; O96028; NSD2-SET H3K36me1 DELFIA fluorescence, biochemical; inhibition, % at 12.5 µM; hit rate 0.07% among 44,000; AID 624260; in the data active = inhibition above about 54%, passing the limit was not always enough; inconclusive = no clear call, values can overlap the other calls;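 also: inhibitors reduce the monomethyl H3K36 fluorescence signal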
# Target sequence (O96028 whole entry, looked up): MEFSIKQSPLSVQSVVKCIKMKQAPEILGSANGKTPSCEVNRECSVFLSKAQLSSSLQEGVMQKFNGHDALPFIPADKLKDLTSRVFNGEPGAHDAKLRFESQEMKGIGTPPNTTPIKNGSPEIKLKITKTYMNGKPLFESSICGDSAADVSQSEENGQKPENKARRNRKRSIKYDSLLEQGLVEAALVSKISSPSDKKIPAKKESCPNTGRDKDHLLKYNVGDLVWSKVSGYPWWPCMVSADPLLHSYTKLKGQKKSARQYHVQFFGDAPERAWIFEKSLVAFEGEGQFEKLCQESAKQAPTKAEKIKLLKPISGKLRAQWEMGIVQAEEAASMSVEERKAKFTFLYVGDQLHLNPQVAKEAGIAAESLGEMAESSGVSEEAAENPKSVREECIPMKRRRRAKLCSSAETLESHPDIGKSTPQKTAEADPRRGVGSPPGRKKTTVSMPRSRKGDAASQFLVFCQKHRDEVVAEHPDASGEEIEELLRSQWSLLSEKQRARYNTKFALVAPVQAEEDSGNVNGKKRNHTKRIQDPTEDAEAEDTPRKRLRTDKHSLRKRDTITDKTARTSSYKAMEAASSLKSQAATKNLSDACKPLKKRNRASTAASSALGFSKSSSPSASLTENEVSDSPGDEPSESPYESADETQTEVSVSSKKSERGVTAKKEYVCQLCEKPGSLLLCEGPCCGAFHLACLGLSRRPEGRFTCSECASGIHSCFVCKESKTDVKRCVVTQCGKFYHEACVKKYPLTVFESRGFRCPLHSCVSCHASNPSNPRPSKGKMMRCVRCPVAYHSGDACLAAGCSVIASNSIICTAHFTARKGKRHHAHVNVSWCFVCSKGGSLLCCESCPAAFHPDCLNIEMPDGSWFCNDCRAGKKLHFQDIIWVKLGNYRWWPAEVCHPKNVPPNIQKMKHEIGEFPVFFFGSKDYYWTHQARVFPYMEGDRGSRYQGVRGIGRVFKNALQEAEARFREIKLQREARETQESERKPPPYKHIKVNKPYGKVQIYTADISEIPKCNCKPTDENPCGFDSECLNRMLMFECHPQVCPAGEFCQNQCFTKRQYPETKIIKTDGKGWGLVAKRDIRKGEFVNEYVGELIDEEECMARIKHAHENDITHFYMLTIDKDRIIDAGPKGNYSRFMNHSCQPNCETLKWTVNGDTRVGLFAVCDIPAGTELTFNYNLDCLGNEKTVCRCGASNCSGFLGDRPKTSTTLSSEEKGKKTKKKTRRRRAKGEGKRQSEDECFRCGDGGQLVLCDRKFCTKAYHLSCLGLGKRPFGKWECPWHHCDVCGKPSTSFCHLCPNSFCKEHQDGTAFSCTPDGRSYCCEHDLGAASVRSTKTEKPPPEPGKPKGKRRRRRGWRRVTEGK
# Starred values were filed as active, the others as inactive; ? = inconclusive.
SMILES,NSD2 block
C[C@@H]1CCCCO[C@@H](CN(C)S(=O)(=O)c2ccc(F)cc2)[C@@H](C)CN([C@H](C)CO)C(=O)c2cc(NS(=O)(=O)c3cn(C)cn3)ccc2O1,5
C[C@@H]1CN([C@H](C)CO)S(=O)(=O)c2ccc(C#CCN(C)C)cc2O[C@H]1CN(C)Cc1ccccc1F,3
CCOC(=O)[C@@H]1CCCCN1C(=O)C(=O)OC,-2
C[C@@H]1CN([C@H](C)CO)C(=O)Cc2cc(NC(=O)Nc3ccc(C(F)(F)F)cc3)ccc2O[C@@H]1CN(C)S(=O)(=O)c1ccc(F)cc1,-5
C[C@@H]1CN([C@H](C)CO)C(=O)c2cccc(NC(=O)NC3CCCCC3)c2O[C@@H]1CN(C)C,1
C[C@H]1CCCCO[C@@H](CN(C)C(=O)Nc2ccccc2)[C@@H](C)CN([C@@H](C)CO)C(=O)c2cc(NC(=O)CCC(F)(F)F)ccc2O1,-2
C[C@H]1CCCCO[C@H](CN(C)C(=O)Nc2ccccc2)[C@@H](C)CN([C@@H](C)CO)C(=O)c2cc(NC(=O)c3ccccc3)ccc2O1,-6
COc1ccccc1-c1ccc2c(c1)O[C@@H](CN(C)C(C)=O)[C@H](C)CN([C@@H](C)CO)S2(=O)=O,-1
O=C(Oc1ccc([C@@H]2Oc3cc(O)cc(O)c3C[C@H]2O)cc1O)c1cc(O)c(O)c(O)c1,45
COc1ccc(S(=O)(=O)N(C)C[C@H]2Oc3ccc(NC(=O)Nc4ccc(F)cc4)cc3C(=O)N([C@@H](C)CO)C[C@H]2C)cc1,1
Cc1ccc(S(=O)(=O)Nc2ccc3c(c2)C(=O)N([C@H](C)CO)C[C@H](C)[C@H](CN(C)Cc2ccc(Cl)c(Cl)c2)O3)cc1,4
C[C@H](CO)N1C[C@H](C)[C@H](CN(C)C)OCCCC[C@H](C)Oc2ccc(NS(=O)(=O)c3cn(C)cn3)cc2C1=O,-3
CCCN(C)C[C@@H]1OCCCC[C@@H](C)Oc2ccc(NS(=O)(=O)c3ccccc3)cc2C(=O)N([C@H](C)CO)C[C@@H]1C,-2
Cc1ccc(-c2ccc3c(c2)O[C@H](CN(C)C(=O)C2CC2)[C@@H](C)CN([C@@H](C)CO)S3(=O)=O)cc1,1
C/C=C/c1cnc2c(c1)C(=O)N([C@H](C)CO)C[C@@H](C)[C@@H](CN(C)CC1CCOCC1)O2,1
C[C@H](CO)N1C[C@H](C)[C@H](CN(C)Cc2ccc(-c3ccccc3)cc2)Oc2ccc(NS(=O)(=O)c3ccccc3)cc2C1=O,8
CC(C)C#Cc1ccc2c(c1)O[C@@H](CN(C)C(=O)c1cccc(F)c1)[C@@H](C)CN([C@@H](C)CO)S2(=O)=O,-12
COc1ccc(NC(=O)Nc2ccc3c(c2)C(=O)N([C@H](C)CO)C[C@H](C)[C@@H](CN(C)Cc2ccc4c(c2)OCO4)OCCCC[C@@H](C)O3)cc1,5
COc1ccc(NC(=O)Nc2ccc3c(c2)CC(=O)N([C@@H](C)CO)C[C@H](C)[C@@H](CN(C)CC2CCCCC2)O3)cc1,-8
CC(C)NC(=O)N(C)C[C@H]1Oc2c(NC(=O)c3cnccn3)cccc2C(=O)N([C@H](C)CO)C[C@@H]1C,0
C[C@H]1CN([C@@H](C)CO)C(=O)c2cc(N(C)C)ccc2O[C@H]1CN(C)S(=O)(=O)c1ccccc1,-5
C[C@@H]1CN([C@H](C)CO)C(=O)c2cc(NC(=O)Cc3ccccc3)ccc2O[C@H]1CN(C)C(=O)Nc1cccc2ccccc12,5
C[C@@H]1CN([C@H](C)CO)C(=O)c2cc(C#C[C@@H](C)O)cnc2O[C@H]1CN(C)Cc1cncnc1,3
C[C@@H]1CN([C@H](C)CO)C(=O)c2cc(NS(=O)(=O)c3cccs3)ccc2O[C@@H](C)CCCCO[C@H]1CN(C)Cc1ccccc1,1
CC1(C)Cc2ccccc2-c2nc(NCCCO)n(-c3ccccc3)c(=O)c21,-2

# Arranged by molecular weight (ascending): some entries from above
SMILES,NSD2 block
CCOC(=O)[C@@H]1CCCCN1C(=O)C(=O)OC,-2
CC1(C)Cc2ccccc2-c2nc(NCCCO)n(-c3ccccc3)c(=O)c21,-2
O=C(Oc1ccc([C@@H]2Oc3cc(O)cc(O)c3C[C@H]2O)cc1O)c1cc(O)c(O)c(O)c1,45
C[C@@H]1CN([C@H](C)CO)C(=O)c2cccc(NC(=O)NC3CCCCC3)c2O[C@@H]1CN(C)C,1
C[C@@H]1CN([C@H](C)CO)C(=O)c2cc(C#C[C@@H](C)O)cnc2O[C@H]1CN(C)Cc1cncnc1,3
Cc1ccc(-c2ccc3c(c2)O[C@H](CN(C)C(=O)C2CC2)[C@@H](C)CN([C@@H](C)CO)S3(=O)=O)cc1,1
CC(C)NC(=O)N(C)C[C@H]1Oc2c(NC(=O)c3cnccn3)cccc2C(=O)N([C@H](C)CO)C[C@@H]1C,0
COc1ccc(NC(=O)Nc2ccc3c(c2)CC(=O)N([C@@H](C)CO)C[C@H](C)[C@@H](CN(C)CC2CCCCC2)O3)cc1,-8
C[C@@H]1CN([C@H](C)CO)C(=O)c2cc(NC(=O)Cc3ccccc3)ccc2O[C@H]1CN(C)C(=O)Nc1cccc2ccccc12,5
COc1ccc(S(=O)(=O)N(C)C[C@H]2Oc3ccc(NC(=O)Nc4ccc(F)cc4)cc3C(=O)N([C@@H](C)CO)C[C@H]2C)cc1,1
Cc1ccc(S(=O)(=O)Nc2ccc3c(c2)C(=O)N([C@H](C)CO)C[C@H](C)[C@H](CN(C)Cc2ccc(Cl)c(Cl)c2)O3)cc1,4
C[C@@H]1CN([C@H](C)CO)C(=O)c2cc(NS(=O)(=O)c3cccs3)ccc2O[C@@H](C)CCCCO[C@H]1CN(C)Cc1ccccc1,1
COc1ccc(NC(=O)Nc2ccc3c(c2)C(=O)N([C@H](C)CO)C[C@H](C)[C@@H](CN(C)Cc2ccc4c(c2)OCO4)OCCCC[C@@H](C)O3)cc1,5

# (cont.)
SMILES,NSD2 block
COc1ccc(S(=O)(=O)Nc2ccc3c(c2)CC(=O)N([C@H](C)CO)C[C@H](C)[C@@H](CN(C)C(=O)Nc2ccc(F)cc2)O3)cc1,3
COc1ccc(/C=N/NC(=O)c2ccc(C(=O)NO)cc2)cc1O,1
Cc1ccc(S(=O)(=O)Nc2ccc3c(c2)C(=O)N([C@H](C)CO)C[C@@H](C)[C@H](CN(C)C(=O)NC2CCCCC2)OCCCC[C@H](C)O3)cc1,-1
C[C@H](CO)N1C[C@H](C)[C@@H](CN(C)Cc2ccncc2)Oc2ccc(NC(=O)CCC(F)(F)F)cc2CC1=O,0
C[C@@H]1CN([C@@H](C)CO)C(=O)c2cccc(NS(C)(=O)=O)c2O[C@@H]1CN(C)Cc1ccc2c(c1)OCO2,5
CC(C)C#Cc1cnc2c(c1)C(=O)N([C@H](C)CO)C[C@H](C)[C@@H](CN(C)Cc1cccc(F)c1)O2,-1
CN1CCCN(C(c2ccccc2)c2ccc(Cl)cc2)CC1 (stereo not drawn),12
C[C@H](CO)N1C[C@H](C)[C@H](CN(C)C(=O)NC2CCCC2)Oc2cc(-c3cccnc3)ccc2S1(=O)=O,-2
C[C@@H]1CN([C@H](C)CO)S(=O)(=O)c2ccc(C3=CCCCC3)cc2O[C@H]1CN(C)S(=O)(=O)c1ccc(F)cc1,-5
COc1ccc(NC(=O)N(C)C[C@@H]2OCCCC[C@@H](C)Oc3ccc(NC(=O)Nc4ccc(C(F)(F)F)cc4)cc3C(=O)N([C@@H](C)CO)C[C@H]2C)cc1,2
CNC[C@@H]1OCCCC[C@@H](C)Oc2ccc(NS(=O)(=O)c3ccc(OC)cc3)cc2C(=O)N([C@H](C)CO)C[C@@H]1C,-49
C[C@H]1CN([C@@H](C)CO)C(=O)c2cc(NS(=O)(=O)c3ccccc3)ccc2O[C@@H]1CN(C)C(=O)Nc1ccc(C(F)(F)F)cc1,4
C[C@@H]1CN([C@@H](C)CO)C(=O)Cc2cc(N(C)C)ccc2O[C@@H]1CN(C)C(=O)Nc1ccccc1,1
COCC#Cc1cnc2c(c1)C(=O)N([C@H](C)CO)C[C@@H](C)[C@H](CN(C)Cc1ccccc1F)O2,9
C[C@@H]1CCCCO[C@@H](CN(C)C(=O)C2CCCCC2)[C@H](C)CN([C@@H](C)CO)C(=O)c2cc(NC(=O)CCCN(C)C)ccc2O1,1
Cc1noc(C)c1S(=O)(=O)Nc1ccc2c(c1)C(=O)N([C@@H](C)CO)C[C@@H](C)[C@@H](CN(C)S(=O)(=O)c1cccs1)OCCCC[C@@H](C)O2,-9
CNC[C@H]1OCCCC[C@@H](C)Oc2ccc(NC(=O)CCC(F)(F)F)cc2C(=O)N([C@@H](C)CO)C[C@@H]1C,7
COc1ccc(CN(C)C[C@@H]2OCCCC[C@H](C)Oc3ccc(NC(=O)NC(C)C)cc3C(=O)N([C@H](C)CO)C[C@@H]2C)cc1,1
C[C@@H]1CN([C@H](C)CO)S(=O)(=O)c2ccc(-c3ccc(C#N)cc3)cc2O[C@H]1CN(C)C(=O)CN(C)C,31
CN(C)CC(=O)Nc1ccc2c(c1)[C@@H]1C[C@H](CC(=O)N3CCN(C)CC3)O[C@H](CO)[C@@H]1O2,3
C[C@@H]1CN([C@H](C)CO)C(=O)CCCn2nncc2CO[C@@H]1CN(C)S(=O)(=O)c1cccc(F)c1,-1
CC(=O)n1cc([C@H]2C=C(C(=O)N3CCN(Cc4ccc5c(c4)OCO5)CC3)O[C@@H](OCc3ccc(CO)cc3)C2)c2ccccc21,0
C[C@@H]1CN([C@H](C)CO)C(=O)c2cc(NS(=O)(=O)c3ccc(Cl)cc3)ccc2O[C@@H]1CN(C)C(=O)Nc1ccc(F)cc1,1
CCCN(C)C[C@H]1OCc2cn(nn2)CCCC(=O)N([C@@H](C)CO)C[C@H]1C,5
C[C@H]1CN([C@@H](C)CO)C(=O)Cc2cc(NS(C)(=O)=O)ccc2O[C@@H]1CN(C)C(=O)Nc1ccccc1,0

# The listing continues.
SMILES,NSD2 block
Cc1noc(C)c1S(=O)(=O)Nc1ccc2c(c1)C(=O)N([C@H](C)CO)C[C@H](C)[C@@H](CN(C)Cc1ccc(C(=O)Nc3ccccc3N)cc1)O2,-3
C[C@H]1CN([C@@H](C)CO)C(=O)Cc2cc(NS(=O)(=O)c3ccc(Cl)cc3)ccc2O[C@H]1CN(C)C(=O)Nc1cccc2ccccc12,-2
COc1ccc(-c2cnc3c(c2)C(=O)N([C@@H](C)CO)C[C@H](C)[C@@H](CN(C)C(=O)Cc2ccncc2)O3)cc1,0
COCC#Cc1cnc2c(c1)C(=O)N([C@@H](C)CO)C[C@H](C)[C@@H](CN(C)C(=O)C1CCOCC1)O2,2
C[C@@H]1CN([C@H](C)CO)S(=O)(=O)c2ccc(-c3ccc(F)cc3)cc2O[C@@H]1CN(C)CC1CC1,-3
O=C(C[C@@H]1CC[C@H](NS(=O)(=O)c2ccccc2)[C@H](CO)O1)NCc1ccncn1,0
COc1ccc(CN(C)C[C@H]2OCCCC[C@@H](C)Oc3ccc(NC(=O)Nc4ccc(OC)cc4)cc3C(=O)N([C@@H](C)CO)C[C@@H]2C)cc1,3
C[C@@H]1CN([C@@H](C)CO)C(=O)c2cccc(NC(=O)CCCCCC(=O)Nc3ccccc3N)c2O[C@@H]1CN(C)CC1CCCCC1,0
Cc1noc(C)c1NC(=O)Nc1ccc2c(c1)C(=O)N([C@H](C)CO)C[C@H](C)[C@H](CN(C)S(=O)(=O)c1c(C)noc1C)OCCCC[C@H](C)O2,1
C[C@H]1CN([C@@H](C)CO)C(=O)c2cc(/C=C/c3ccccc3)cnc2O[C@H]1CN(C)S(C)(=O)=O,-4
CC(C)NC(=O)Nc1ccc2c(c1)C(=O)N([C@@H](C)CO)C[C@H](C)[C@@H](CN(C)Cc1ccccc1)OCCCC[C@H](C)O2,-7
COc1ccc(NC(=O)Nc2ccc3c(c2)C(=O)N([C@@H](C)CO)C[C@@H](C)[C@H](CN(C)Cc2ccc(C(F)(F)F)cc2)OCCCC[C@@H](C)O3)cc1,0
C[C@H]1CN([C@@H](C)CO)C(=O)c2cccc(NC(=O)Nc3ccc(F)cc3)c2O[C@@H]1CN(C)C(=O)Nc1ccccc1,-3
C[C@@H]1CCCCO[C@H](CN(C)S(=O)(=O)c2cn(C)cn2)[C@H](C)CN([C@@H](C)CO)C(=O)c2cc(NS(=O)(=O)c3ccc(Cl)cc3)ccc2O1,-1
C[C@@H]1CN([C@H](C)CO)C(=O)Cc2cc(NC(=O)CCN3CCOCC3)ccc2O[C@H]1CN(C)C(=O)Nc1ccccc1,-6
C[C@H](CO)N1C[C@H](C)[C@H](CN(C)Cc2ccccc2)Oc2ccc(NC(=O)Nc3ccc(C(F)(F)F)cc3)cc2C1=O,-2
C[C@@H]1CN([C@H](C)CO)C(=O)c2cccc(NC(=O)c3ccncc3)c2O[C@@H]1CN(C)S(=O)(=O)c1cn(C)cn1,0
Cc1noc(C)c1S(=O)(=O)N(C)C[C@@H]1OCCCC[C@H](C)Oc2ccc(NS(=O)(=O)c3cccs3)cc2C(=O)N([C@H](C)CO)C[C@H]1C,1
C[C@H]1CN([C@@H](C)CO)S(=O)(=O)c2ccc(-c3ccccc3)cc2O[C@@H]1CN(C)S(C)(=O)=O,1
COc1ccccc1C#Cc1ccc2c(c1)O[C@H](CN(C)C(C)=O)[C@@H](C)CN([C@H](C)CO)S2(=O)=O,?
CN1C(=O)N[C@@H]2c3ccccc3O[C@@]1(C)[C@@H]2COC(=O)c1ccccc1,6
C[C@H](CO)N1C[C@H](C)[C@H](CN(C)S(=O)(=O)c2ccccc2F)OCc2ccccc2-c2c(n(C)c3ccccc23)C1=O,-5
C[C@H]1CN([C@@H](C)CO)C(=O)CCCn2cc(nn2)CO[C@@H]1CN(C)C(=O)Nc1ccc2c(c1)OCO2,-2
O=C(N/N=C/C=C/c1ccccc1)c1ccccc1O,1
C[C@H](CO)N1C[C@H](C)[C@@H](CN(C)C(=O)Nc2ccccc2F)Oc2cc(C#CCN(C)C)ccc2S1(=O)=O,-13
C=C(C)C(=O)O[C@@H]1C2=C(C)C(=O)OC2(O)CC23OC2CC[C@H](C)[C@@]13C (stereo partly drawn),31
C[C@H]1CN([C@@H](C)CO)C(=O)c2cc(NC(=O)Nc3cccc4ccccc34)ccc2O[C@@H]1CN(C)C(=O)Nc1ccc(F)cc1,-2

# Source: PubChem

# The list is partial; rates above refer to the full screens.
